# NadD block – inhibitors of S. aureus NadD, primary screen, biochemical, colorimetric, uHTS; purified NadD enzyme, colorimetric absorbance read-out; inhibition, % at 20 µM; hit rate 0.78% among 360,000; in the data active means inhibition above about 26%; further: some compounds past the cut are filed as inactive
# SUMO1-SIM PPI – modulators of SUMO1 protein-protein interactions, primary screen, biochemical, uHTS | inhibition, % at 20 µM | SUMO1 binding to a labelled peptide, TR-FRET, 1 h | hit rate 0.33% among 360,000; in the data active means inhibition above about 37%
# Target sequence (P63165 whole entry, looked up): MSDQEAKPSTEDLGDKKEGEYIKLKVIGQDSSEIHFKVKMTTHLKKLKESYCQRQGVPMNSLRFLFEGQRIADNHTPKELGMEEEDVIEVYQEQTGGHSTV
# STEP inh – STEP phosphatase inhibitors, primary screen, biochemical, fluorescence intensity, uHTS | Tyrosine-protein phosphatase non-receptor type 5 (Homo sapiens), P54829 | recombinant STEP, OMFP fluorogenic substrate | inhibition, % at 20 µM | hit rate 0.25% among 360,000;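 active means inhibition at 20 µM, scaled per plate between control wells, above about 37%, limit read from the data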;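 further: 0% = DMSO with enzyme and substrate and 100% = substrate only without enzyme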
#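 Material: STEP (striatal-enriched tyrosine phosphatase) enzyme, cell-free; Compound dosing: 20 µM single dose in 1% DMSO; Technique: fluorescence read at 480 nm ex / 540 nm em; Times: reaction 20 min, ambient temperature; Medium: 50 mM Bis-Tris pH 6.0 with 2.5 mM DTT and 0.005% Tween 20; Also added: OMFP at 25 µM.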
# Rpn11 inh – Rpn11 (PSMD14) deubiquitinase inhibitors, primary screen, biochemical, fluorescence polarization, uHTS. 26S proteasome non-ATPase regulatory subunit 14 (Homo sapiens), O00487. human 26S proteasome, Ub4-pepOG fluorescence polarization; 20S core pre-blocked with epoxomicin. calls only at 20 µM. hit rate 0.59% among 360,000. AID 588493, 2011;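 active means inhibition at 20 µM, scaled to each plate's controls, above about 33%, limit read from the data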
# Target sequence (O00487 whole entry, looked up): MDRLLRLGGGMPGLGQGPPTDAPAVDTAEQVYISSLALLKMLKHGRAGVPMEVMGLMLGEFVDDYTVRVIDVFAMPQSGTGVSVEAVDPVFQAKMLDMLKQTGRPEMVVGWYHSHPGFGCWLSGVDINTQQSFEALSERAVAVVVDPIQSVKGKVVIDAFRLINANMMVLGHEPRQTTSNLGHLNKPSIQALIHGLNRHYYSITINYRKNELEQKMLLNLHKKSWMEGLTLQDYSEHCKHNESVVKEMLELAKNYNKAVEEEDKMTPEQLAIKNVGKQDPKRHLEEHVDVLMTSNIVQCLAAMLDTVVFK
# CSN deneddyl inh – inhibitors of CSN-mediated cullin deneddylation, primary screen, biochemical, fluorescence polarization, uHTS; COP9 signalosome complex subunit 5 (Homo sapiens), Q92905; Purified CSN, SCF-Nedd8-OG deneddylation; inhibition, % at 12.5 µM; hit rate 0.38% among 360,000; AID 651999, 2013;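 active means pattern-corrected inhibition above about 35%, with an unprinted fluorescence ratio check between 0.5 and 1.5, limit read from the data, passing the limit was not always enough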;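 further: 0% = enzyme with substrate and 100% = substrate without enzyme; some results filed as inactive read as strong as hits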
# Target sequence (Q92905 whole entry, looked up, one chain of several): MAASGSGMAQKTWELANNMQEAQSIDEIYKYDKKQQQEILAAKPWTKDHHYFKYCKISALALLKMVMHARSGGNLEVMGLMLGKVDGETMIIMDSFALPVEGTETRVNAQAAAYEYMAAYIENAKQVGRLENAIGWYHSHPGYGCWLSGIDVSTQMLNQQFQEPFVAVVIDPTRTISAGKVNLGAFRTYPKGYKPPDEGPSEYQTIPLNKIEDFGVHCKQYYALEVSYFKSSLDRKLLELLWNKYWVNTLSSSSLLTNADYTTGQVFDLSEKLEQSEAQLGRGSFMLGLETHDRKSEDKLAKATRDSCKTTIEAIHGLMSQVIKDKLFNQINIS
#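 Material: human Csn5 produced in HEK293T cells; Input: enzyme 0.24 nM; Reagent: SCFSkp2-Nedd8OG substrate at 10 nM final; Dosing: 12.5 µM compound; Incubation: 90 min reaction at room temperature; Detection: fluorescence polarization of the substrate; Evaluation: % inhibition of substrate cleavage by Csn5; Control set: substrate-only high control, full reaction low control.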
# LMPTP block – LMPTP phosphatase inhibitors, primary screen, biochemical, fluorescence intensity, uHTS | Low molecular weight phosphotyrosine protein phosphatase (Homo sapiens), P24666 | recombinant LMPTP-A, OMFP fluorogenic substrate | inhibition, % at 20 µM | hit rate 0.22% among 360,000;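 active means compounds that cut the enzyme signal by at least half of the control window in the single-dose screen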;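 further: plate controls were DMSO wells with enzyme plus substrate for no effect and substrate without enzyme for full effect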
# Target sequence (P24666 whole entry, looked up): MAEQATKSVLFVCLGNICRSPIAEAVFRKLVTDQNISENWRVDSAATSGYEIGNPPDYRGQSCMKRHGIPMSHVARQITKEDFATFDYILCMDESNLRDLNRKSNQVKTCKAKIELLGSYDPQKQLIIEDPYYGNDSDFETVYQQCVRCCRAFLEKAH
#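 Test system: LMPTP-A phosphatase enzyme; input: 0.625 nM LMPTP-A final; reagent: OMFP substrate, 400 µM final; compound dosing: 20 µM single dose, 3% DMSO; incubation: 50 min dark incubation at room temperature; measured by: endpoint fluorescence intensity from OMFP dephosphorylation; measure: % inhibition relative to no-enzyme and uninhibited control wells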
# Scp-1 inhibitor – Scp-1 phosphatase inhibitors, primary screen, biochemical, colorimetric, uHTS; Carboxy-terminal domain RNA polymerase II polypeptide A small phosphatase 1 (Homo …; Recombinant Scp1, phosphopeptide, malachite green phosphate absorbance; inhibition, % at 20 µM; hit rate 0.88% among 340,000;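 active means inhibition above about 50% at 20 µM, limit read from the data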;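 further: plate controls were DMSO wells with enzyme for no effect and wells lacking enzyme for full effect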
#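 Test system: SCP-1 phosphatase catalytic domain, residues 76-261 | Compound dosing: One concentration, 20 µM, with 1.0% DMSO | Schedule: 45 min room-temperature reaction, 5 min colour, 30 min stabiliser | Detection: Absorbance at 630 nm | Read-out basis: % inhibition of SCP-1 phosphate liberation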
# Rin1-Abl PPI inh – inhibitors of Rin1-Abl protein binding, primary screen, biochemical, TR-FRET; AID 588664, 2011; Tyrosine-protein kinase ABL1 (Homo sapiens) + Ras and Rab interactor 1 (Homo sapiens), …; hit rate 0.4% among 360,000; inhibition, % at 7.35 µM; in the data active means inhibition above about 5%, passing the limit was not always enough
# DNMT1 block – human DNMT1 methyltransferase inhibitors, primary screen, biochemical, molecular beacon, fluorescence, HinP1I cleavage, uHTS; AID 588458, 2011; inhibition (reported as % activation of signal), % at 10 µM; DNA (cytosine-5)-methyltransferase 1 (Homo sapiens), P26358; hit rate 0.83% among 360,000; in the data active means inhibition above about 50%
# Neddylation inh – inhibitors of cullin neddylation, primary screen, biochemical, TR-FRET, uHTS, NAE and Ubc12; calls only at 25 µM; hit rate 0.58% among 360,000; in the data active means inhibition above about 36%
# Active calls of the source: *; i = inactive; nt = no result given.
SMILES,NadD block,SUMO1-SIM PPI,STEP inh,Rpn11 inh,CSN deneddyl inh,LMPTP block,Scp-1 inhibitor,Rin1-Abl PPI inh,DNMT1 block,Neddylation inh
O=C(NC(=O)N1CCOCC1)c1ccccc1,-1,4,-5,i,-8,-1.0,6,0,0,i
Fc1cc(F)c(NC(=S)N2CCOCC2)c(F)c1,-4,-5,-1,i,-1,-3.0,95*,2,0,i
COc1ccccc1CCNS(=O)(=O)c1ccc(C(=O)O)n1C,-2,7,0,i,8,-0.9,-4,-2,2,i
CCOC(=O)c1c(-c2ccccc2)csc1NC(=O)c1ccc(S(=O)(=O)N2CC(C)OC(C)C2)cc1 (centres undefined),4,-2,2,i,4,0.8,-4,0,5,nt
CCOc1c(Cl)cc(CNc2nnnn2C)cc1OC,-4,-3,-4,i,2,-1.2,-5,-5,-8,i
CC1(C)CC(=O)C(C(c2ccccc2F)C2C(=O)CC(C)(C)CC2=O)C(=O)C1,7,1,10,i,0,0.9,-2,-5,-1,i
Cc1ccc(C(=O)Nc2ccc(N3CCOCC3)nc2N2CCOCC2)cc1,5,0,-1,i,-4,1.3,0,1,-6,i
Cc1cccc(C)c1-n1cccc1/C=C1\SC(=S)N(c2cccc(C(=O)O)c2)C1=O,29,0,1,i,14,5.9,-4,0,25,i
CCCCc1ccc(NC(=S)N2CCN(C(=O)c3ccco3)CC2)cc1,2,4,4,i,-2,-1.0,20,-1,1,i
Cc1ccc2c(c1)CCCN2C(=O)Nc1ccc2c(c1)OCO2,0,-1,-6,i,-4,1.0,-4,-1,-1,i
CCOc1ccc2nc(/N=C/c3nc(-c4ccc(Br)cc4)oc3O)sc2c1,20,-2,2,nt,11,2.8,2,0,22,i
COCCCn1c(SCc2cccc(OC)c2)nc2cc(OC)c(OC)cc2c1=N,-11,7,-1,i,7,3.6,-3,0,-8,i
CCCc1cc(=O)[nH]c(SCC(=O)NCCN2C(=O)CSC2=O)n1,3,1,-1,i,-3,-0.8,-4,2,5,i
O=C(CCN1C(=O)c2cccc([N+](=O)[O-])c2C1=O)NC1CCCCCC1,1,-36,1,i,1,-0.9,-7,1,-4,i
Cc1ccc(SC2=C[C@@]3(O)CC[C@@H](O)[C@@](Sc4ccc(C)cc4)(C2=O)[C@H]3O)cc1,-7,-2,nt,nt,-1,0.3,nt,nt,nt,i
Clc1ccccc1C1CC(c2ccccc2)Nc2ncnn21 (centres undefined),1,15,1,i,-1,-2.2,-4,2,0,i
COc1ccc(NC(=O)CSc2nnc(-c3cnccn3)n2C)cc1OC,0,5,-2,i,-2,-1.1,-2,1,3,i
COc1ccc(S(=O)(=O)N2CCOCC2)cc1NC(=O)CCCOc1ccccc1,-1,5,-2,i,1,-0.6,-10,2,-10,i
Cc1ccc(OCC(=O)N2N=C(C(F)(F)F)CC2(O)C(C)(C)C)cc1C (centres undefined),-7,2,2,i,0,2.8,-7,2,3,i
O=C(CCn1nc(-c2ccc(Cl)cc2)c2ccccc2c1=O)NN1CCOCC1,9,0,0,i,-1,-1.0,-1,0,2,i
N#C/C(=C/c1ccccc1[N+](=O)[O-])c1nnc2n1CCCCC2,-8,-13,2,i,-4,-1.6,-8,-3,-1,i
COc1ccccc1Nc1nnc(SCC(=O)NC(=O)Nc2ccc3c(c2)OCCO3)s1,7,3,3,i,3,-1.0,-7,-2,39,i
CCc1cc2c(-c3ccccc3)cc(=O)oc2cc1OCC(=O)NCC1CCC(C(=O)O)CC1 (centres undefined),4,-6,2,i,0,-0.3,12,-2,0,i
COc1ccc(C(=O)c2coc(-c3ccccc3C(=O)O)c2C(=O)O)cc1,-2,3,0,i,3,-0.9,-5,0,3,i
Oc1cccc(Nc2ccccc2)c1,-1,2,-4,i,-1,0.2,0,1,-15,i
O=C(Sc1nnc(-c2ccccc2)o1)N1c2ccccc2Sc2ccccc21,3,-4,-2,i,4,2.6,-14,0,15,i
C/C(=N\NC(=O)c1cccc2ccccc12)c1ccccn1,-4,-3,4,i,-4,-0.2,-14,0,1,i
CCOC(=O)c1nnc(-c2ccc(C)cc2)nc1N1CCSCC1,1,-6,2,i,3,0.7,1,-2,0,i
CC(C)(C)S(=O)(=O)c1cnc(N2CCCC2)nc1N,-4,-1,-1,i,-1,-1.3,-4,-1,-2,i
Cn1c(CC(=O)Nc2ccc(Cl)c(Cl)c2)n[nH]c1=S,-1,4,-1,i,-5,-4.1,1,-2,0,i
COc1ccccc1N1CCN(c2nc3ccccn3c(=O)c2C=O)CC1,-7,-14,0,i,7,-0.8,0,-2,1,i
COC(=O)c1cc(S(=O)(=O)NCc2ccc(F)cc2)cn1C,1,-1,0,i,2,-1.5,-4,-1,1,i
O=C(NCC1CC1)Nc1cccc(C(F)(F)F)c1,-5,2,0,i,3,2.0,-8,-2,3,i
CC1CCN(C(=O)c2ccc(N3CCOCC3)c([N+](=O)[O-])c2)CC1,1,-24,-2,i,-3,-0.3,-4,8.9*,4,i
COc1ccccc1N1CCN(S(=O)(=O)CCNC(=O)C(C)Oc2ccccc2)CC1 (centres undefined),2,-4,0,i,-2,0.3,nt,-2,-1,i
Cn1c(=O)c2c(nc(NCCNC(=O)c3ccco3)n2Cc2ccccc2F)n(C)c1=O,5,-1,-3,i,3,0.0,-5,2,0,i
CCOc1ccccc1-n1nnnc1SCc1nc2ccccc2s1,-12,1,1,i,-4,1.0,-17,2,-4,i
O=C(O)Cc1sc(-c2cccnc2)nc1-c1ccc(Br)cc1,6,-5,3,i,1,-0.4,1,-3,0,i
CCN(CC)c1ccc(NC(=O)Cn2cc3c(n2)CCC(C)C3)c(C)c1 (centres undefined),-1,2,1,i,-3,-1.3,-4,1,-2,i
Cc1ccccc1-n1nnnc1Sc1nnnn1-c1ccccc1,-7,-1,-3,i,7,1.1,-9,-1,10,i

# Reprinted from the part before: four entries, then new ones.
SMILES,NadD block,SUMO1-SIM PPI,STEP inh,Rpn11 inh,CSN deneddyl inh,LMPTP block,Scp-1 inhibitor,Rin1-Abl PPI inh,DNMT1 block,Neddylation inh
CCOc1ccccc1-n1nnnc1SCc1nc2ccccc2s1,-12,1,1,i,-4,1.0,-17,2,-4,i
O=C(O)Cc1sc(-c2cccnc2)nc1-c1ccc(Br)cc1,6,-5,3,i,1,-0.4,1,-3,0,i
CCN(CC)c1ccc(NC(=O)Cn2cc3c(n2)CCC(C)C3)c(C)c1 (centres undefined),-1,2,1,i,-3,-1.3,-4,1,-2,i
Cc1ccccc1-n1nnnc1Sc1nnnn1-c1ccccc1,-7,-1,-3,i,7,1.1,-9,-1,10,i
COc1ccc(-c2nn(-c3ccccc3)cc2/C=C/C(=O)OCC(=O)Nc2cccc(C#N)c2)cc1,7,-6,1,i,-6,-0.1,-9,-1,10,nt
COc1ccc(C/C(C)=N/NC(=O)C2COc3ccccc3O2)cc1 (centres undefined),1,-1,7,i,-1,-1.3,-3,6,-3,i
CCCCOCCCNC(=O)C[C@@H]1C[C@@]2(C(=O)OCC)CCCC=C2N(Cc2cccc3ccccc23)C1=O,-5,2,nt,nt,-2,1.8,nt,nt,nt,i
Cc1ccc(NC(=O)CCn2nnc3ccccc32)cc1,-6,-2,0,i,-9,-0.4,-1,2,-1,i
O=C(c1cc(Cl)ccc1O)N1CCN(S(=O)(=O)c2cccs2)CC1,-3,-2,0,i,1,-0.2,-5,3,47,i
O=S1(=O)CC2SC(=S)N(c3ccccc3)C2C1 (centres undefined),-10,-4,2,i,0,-2.1,-3,1,6,i
CC(C)(C)c1ccccc1OCC(=O)NCCCn1ccnc1,2,5,-5,i,3,-3.1,-8,0,-1,i
COC(=O)c1cccc(CSc2nc3ccccc3[nH]2)c1,-4,-1,1,i,6,0.5,-4,3,-3,i
O=C(CSc1nnc2ccc3ccccc3n12)N1CCOCC1,-8,-4,0,i,0,-1.3,-3,-2,4,i
O=C(NCCc1c[nH]c2ccccc12)C1CCN(c2nnc(N3CCCC3=O)s2)CC1,15,1,0,i,0,2.3,4,-1,-8,i
COCCCNc1ccc([N+](=O)[O-])cc1C(=O)Nc1cccc(C)n1,-6,-25,-4,i,-8,-0.4,-4,-6,0,i
O=C(O)c1ccc(NC(=O)c2ccco2)c(NC(=O)c2ccco2)c1,2,3,3,i,1,0.6,2,2,5,i
O=c1c2ccccc2nc(SCc2ccccc2)n1CC1CCCO1 (centres undefined),-5,4,0,i,1,4.2,-17,0,-1,i
COc1nccnc1NS(=O)(=O)c1ccc(NC(=O)c2ccc(F)cc2)cc1,1,4,-2,i,3,0.7,-4,-1,1,i
Cn1cccc1C(=O)NC(=O)COC(=O)c1ccc(O)cc1,-3,2,-3,i,-3,0.3,-7,1,2,i
CCN(C(=O)CSc1nnc(-c2ccncc2)o1)c1ccccc1,-6,2,-1,i,-3,-0.9,7,-1,3,i
COC(=O)c1ccc(-c2ccc(CNCC(O)c3ccccc3)o2)cc1 (centres undefined),0,-5,2,i,6,-0.3,-6,-2,2,i
Cc1ccc(S(=O)(=O)N2CCOCC2)cc1NC(=O)CNCc1ccc(Cl)cc1Cl,2,8,2,i,-4,-0.3,-2,-3,-8,i
CCN(CC(=O)Nc1ccccc1OC)C(=O)CC1CCCC1,1,1,1,i,-5,-0.6,-5,1,3,i
CCn1c(NC(=O)c2nn(C)cc2Br)nc2ccccc21,0,-2,-3,i,-9,-1.4,-10,0,2,i

# Two compounds drawn at random from the list so far, as already listed:
SMILES,NadD block,SUMO1-SIM PPI,STEP inh,Rpn11 inh,CSN deneddyl inh,LMPTP block,Scp-1 inhibitor,Rin1-Abl PPI inh,DNMT1 block,Neddylation inh
COc1ccc(C/C(C)=N/NC(=O)C2COc3ccccc3O2)cc1 (centres undefined),1,-1,7,i,-1,-1.3,-3,6,-3,i
CCn1c(NC(=O)c2nn(C)cc2Br)nc2ccccc21,0,-2,-3,i,-9,-1.4,-10,0,2,i

# Screening data (PubChem)

# An unsorted share of the library. Share with any hit: about 3.8%.
